SIRT5 inh = SIRT5 desuccinylase inhibitors, primary screen, biochemical, fluorescence imaging, single point, set 5; inhibition, % at 15 µM; Purified SirT5, succinyl-peptide AMC, trypsin-coupled fluorescence; AID 652115, 2013; 330,000 tested, 1.1% active; in the data active = inhibition above about 15%; inconclusive = no clear call, values can overlap the other calls
Target sequence (Q9NXA8 whole entry, looked up): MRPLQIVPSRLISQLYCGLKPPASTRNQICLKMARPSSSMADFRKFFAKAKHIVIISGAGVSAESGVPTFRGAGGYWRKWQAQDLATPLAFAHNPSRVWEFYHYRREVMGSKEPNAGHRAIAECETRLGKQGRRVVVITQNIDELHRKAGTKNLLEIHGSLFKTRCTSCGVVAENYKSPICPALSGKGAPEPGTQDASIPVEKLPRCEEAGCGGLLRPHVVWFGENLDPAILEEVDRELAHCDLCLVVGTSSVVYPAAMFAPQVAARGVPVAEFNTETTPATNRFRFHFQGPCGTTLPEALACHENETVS
DENV2 CPE = inhibitors of DENV2 cytopathic effect, primary screen, cell-based, plate reader, single concentration. DENV2-infected cells, cytopathic effect rescue. CPE inhibition, % at 9.99 µM. 350,000 tested, 1.7% active. AID 651640, 2012; in the data active = CPE inhibition above about 20%, passing the limit was not always enough; inconclusive = no clear call, values can overlap the other calls; tested in BHK-21 cells;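 note: 0% = median of neutral control wells and 100% = median of positive control wells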
Casp6 inh = human caspase-6 inhibitors, primary screen, biochemical, VEID-R110 fluorescence, single point, set 2; P55212; purified caspase-6, Z-VEID-R110 cleavage fluorescence; inhibition, % at 12.5 µM; 350,000 tested, 0.53% active; AID 686996, 2013;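 active = mean inhibition across replicates at least about 35%, with every replicate also reaching that limit, limit read from the data; inconclusive = only one of the two criteria met; inactive = neither criterion met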;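 note: 0% = median of neutral control wells and 100% = no fluorescence left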
Target sequence (P55212 24-179 limits assumed): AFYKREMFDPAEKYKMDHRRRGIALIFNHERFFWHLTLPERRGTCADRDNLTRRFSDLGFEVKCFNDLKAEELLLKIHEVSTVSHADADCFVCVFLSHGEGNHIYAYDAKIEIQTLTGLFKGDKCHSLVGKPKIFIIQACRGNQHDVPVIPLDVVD
Target sequence (P55212 194-293 limits assumed): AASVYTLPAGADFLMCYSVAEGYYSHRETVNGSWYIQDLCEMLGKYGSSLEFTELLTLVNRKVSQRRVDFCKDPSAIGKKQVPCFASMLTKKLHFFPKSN
ERAP1 inh = human ERAP1 aminopeptidase inhibitors, primary screen, biochemical, single point, plate reader | Endoplasmic reticulum aminopeptidase 1 (Homo sapiens), Q9NZ08 | recombinant ERAP1, Leu-AMC fluorescence, 60 min | inhibition, % at 10.7 µM | 340,000 tested, 0.15% active | AID 652197, 2013;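 active = mean replicate inhibition of at least 30%, or all replicates individually reaching that 30% level; inactive = mean below 30% and not every replicate reaching it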;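 note: 0% = neutral control wells and 100% = L-leucinethiol positive control wells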
F508del corr = F508del CFTR correction, initial screen, CFBE line, single point; AID 720511, 2013; activity (quench increase), % at 7.58 µM; 350,000 tested, 0.36% active; CFBE cells, YFP halide quenching; stimulated with forskolin plus potentiator P3; % fluorescence drop versus neutral controls;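 active = mean added fluorescence quench of at least 8% versus neutral control, with both replicates also reaching 8%; inconclusive = only one of the mean or replicate conditions met; inactive = mean below 8% and not both replicates reaching 8%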;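 note: cells transiently co-express mutant CFTR-F508del with the halide-sensitive YFP; corrector assay measuring rescue of mutant channel to the surface after 24 h compound exposure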
miR122 inh = miR-122 Renilla sensor signal increase in Huh7, primary screen, miR-122 inhibitor project, cell-based, single point, plate reader; AID 602342, 2012; 340,000 tested, 0.3% active; Huh7 miR-122 Renilla luciferase sensor, 48 h; neutral wells = 0, positive control = 100; activation (reporter increase), % at 12.5 µM;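 active = mean replicate activation score at least 90 and every replicate individually at or above 90; inconclusive = only one of the two criteria met; inactive = neither criterion met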;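 note: higher luciferase means less miR-122 activity so hits act as miR-122 inhibitors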
ERp5 block = inhibitors of ERp5-driven insulin aggregation, primary screen, biochemical, turbidity, absorbance 650 nm, single point | AID 651711, 2012 | 350,000 tested, 0.05% active | Protein disulfide-isomerase A6 (Homo sapiens), Q15084 | inhibition, % at 9.99 µM | 90 min;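 active = mean replicate inhibition above about 25%, with every replicate also reaching it, limit read from the data, passing the limit was not always enough; inconclusive = only one of those two criteria met; inactive = neither criterion met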
Target sequence (Q15084 whole entry, looked up): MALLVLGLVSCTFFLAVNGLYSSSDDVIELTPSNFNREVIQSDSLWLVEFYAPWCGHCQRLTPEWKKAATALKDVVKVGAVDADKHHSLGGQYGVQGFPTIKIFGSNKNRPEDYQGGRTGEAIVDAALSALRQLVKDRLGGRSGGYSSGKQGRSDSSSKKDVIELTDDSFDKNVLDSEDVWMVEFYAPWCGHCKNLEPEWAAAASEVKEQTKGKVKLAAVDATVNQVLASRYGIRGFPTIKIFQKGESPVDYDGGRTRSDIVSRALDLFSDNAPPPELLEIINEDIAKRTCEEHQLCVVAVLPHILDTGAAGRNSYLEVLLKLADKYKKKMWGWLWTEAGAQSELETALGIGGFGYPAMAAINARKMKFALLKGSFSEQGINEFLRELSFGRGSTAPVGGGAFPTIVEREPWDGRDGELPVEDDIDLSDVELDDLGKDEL
* marks the source's active call; other numbers are inactive results; ? = inconclusive; / = no result given; [ ] = remark or other dose. Not all compounds are listed; count on the stated rates, not on these rows.

SMILES	SIRT5 inh	DENV2 CPE	Casp6 inh	ERAP1 inh	F508del corr	miR122 inh	ERp5 block
CC1=NNC(=O)C1Br (configuration not stated)	0.5	0.1	0.2	1.1	-1.9	/	5.4
CC(=O)N1CCN(Cc2ccc(Cl)nc2)CC1	-1.6	3.6	-4.8	1.8	-4.6	-0.1	-0.9
COC(=O)C1=C(c2ccc(F)cc2F)C[C@@H]2CC[C@H]1N2C(=O)N1CCCCC1	-4.2	8.2	0.1	0.9	0.8	-4.9	1.6
CC1(C)CC(=O)c2cc(OCC(=O)N3CCN(Cc4ccccc4)CC3)ccc2O1	/	-0.7	-4.2	0.9	5.8	-2.5	-0.5
CCOC(=O)[C@]12Cc3cc(OC)ccc3[C@H]1N(CC(=O)OC)C(=O)c1ccccc12	-4.3	4.3	2.5	0.8	-1.0	/	-7.4
Cc1cc(C)nc(-n2c(C)nc3cc(Cl)ccc3c2=O)c1	1.4	/	11.0	-0.4	/	/	0.5
Cc1cc2c(C(C)C)c(O)c(O)c(C=O)c2c(O)c1-c1c(C)cc2c(C(C)C)c(O)c(O)c(C=O)c2c1O	24.8*	8.7	17.9	0.1	2.4	-4.4	2.9
CN1C2CNC(=O)CC1C1CCC2C1 (configuration not stated)	/	15.8	-0.5	2.6	-0.9	1.5	-5.2
CC(=O)OCC(=O)[C@H]1CC[C@H]2[C@@H]3CC[C@H]4C[C@H](O)CC[C@]4(C)[C@H]3C(=O)C[C@]12C	-4.7	3.6	1.4	-2.7	-19.2	-1.2	5.2
O=c1[nH]c(O)c(C=Nc2ccccc2Oc2ccccc2)c(=O)[nH]1	-2.4	4.3	0.4	5.7	1.7	-2.3	2.0
COc1ccc(OC)c(N2C(=O)CC(=O)NC2=O)c1	-0.6	-6.4	1.7	0.3	3.8	0.4	4.4
COc1ccc(CN2CCNCC2)cc1	0.0	4.2	-13.9	-1.8	0.9	-0.7	-1.8
Cc1cc(OCC(=O)NCc2ccncc2)c2c3c(c(=O)oc2c1)CCCC3	-12.9	9.2	-8.3	2.6	-1.0	-0.2	0.8
COC1=CC=C2[C@H]3Cc4ccc(OC)c5c4[C@@]2(CCN3C)C1O5 (some centres not stated)	/	19.2	1.5	-1.9	0.0	1.4	4.2
COP(=O)(OC)C(Nc1ccccc1)c1ccccc1 (configuration not stated)	0.4	-4.5	2.7	-1.1	-0.3	/	5.4
Cc1ccc(OC(=O)N(C)C[C@@H]2OCc3ccccc3-c3c(n(C)c4ccccc34)C(=O)N([C@@H](C)CO)C[C@@H]2C)cc1	9.5	7.4	-0.9	0.5	2.7	/	12.5
COC(=O)c1cccc(N=Cc2c(O)n(Cc3ccc(F)cc3)c(=O)[nH]c2=O)c1	0.2	12.6	-2.4	/	0.1	-2.8	2.4
c1ccc(C(OCCN2CCN(c3ncccn3)CC2)c2ccccc2)cc1	0.0	3.3	0.7	/	1.3	-6.9	0.9
CC12CCC3c4ccc(OC(=O)N(CCCl)CCCl)cc4CCC3C1CCC2O (configuration not stated)	-0.9	4.6	8.9	-4.1	-2.3	-2.3	-1.2
O=C1CC(N2CC2)C(=O)N1c1ccccc1 (configuration not stated)	/	2.8	-0.2	3.2	0.9	/	7.2
O=C(Nc1ccccc1)c1c(O)[nH]c(=S)[nH]c1=O	5.4	18.9	3.8	-0.5	-2.8	0.6	-3.0
CC(Cc1ccccc1)NC(=O)/C=C/c1ccc(Cl)cc1 (configuration not stated)	-2.2	0.3	2.7	0.5	/	/	20.0
COc1cc(CNCCc2ccc3c(c2)OCO3)cc(OC)c1OC	-2.9	0.5	1.7	-3.5	6.6	/	-6.5
COC(=O)[C@@H]1[C@@H](CO)[C@@H]2Cn3c(ccc(C4=CCCCC4)c3=O)[C@H]1N2CC1CC1	-6.7	-2.3	1.3	-1.0	/	/	1.7
O=C(Cc1ccccn1)N1CCCCN2[C@H](CO)[C@@H](c3ccc(Br)cc3)[C@H]2C1	-0.3	2.5	-0.2	-2.3	-2.8	-0.2[16.7 µM]	0.3
O=[N+]([O-])c1cc(O)c(O)c([N+](=O)[O-])c1	3.0	?	13.0	4.5	1.0	-3.0	6.5
OC(CN1CCOCC1)c1csc2ccccc12 (configuration not stated)	-4.4	?	1.7	5.5	-0.5	/	-6.4
COC(=O)C1=C(c2cc3ccccc3s2)C[C@@H]2CC[C@H]1N2C(=O)N1CCCCC1	0.4	/	8.0	6.7	0.6	/	0.4
C=Cn1ccnc1P(=S)(c1ccc(Cl)cc1)c1nccn1C=C	-4.1	-7.1	0.8	-1.4	-1.1	1.9	-1.4
OC1(c2ccc(F)cc2)CC2CCC(C1)N2Cc1nnnn1C1CCCC1 (configuration not stated)	1.6	0.4	0.8	0.0	4.4	/	-0.4
COC(=O)C1=C(c2cc3ccccc3o2)C[C@@H]2CC[C@H]1N2C(=O)N1CCC(C)CC1	/	7.0	-1.4	-1.4	0.4	-2.9	6.1
COc1ccc(-n2nnnc2C(c2ccccc2)N2CCC(n3c(=O)[nH]c4ccccc43)CC2)cc1 (configuration not stated)	/	-8.5	0.6	/	1.5	-9.4	-3.5
O=C(NCP(=O)(Oc1ccccc1)Oc1ccccc1)OCc1ccccc1	/	0.0	0.3	-0.1	-0.6	/	-1.9
Cc1ccc(OC(=O)N(C)C[C@@H]2OCc3ccccc3-c3c(n(C)c4ccccc34)C(=O)N([C@H](C)CO)C[C@@H]2C)cc1	3.2	10.8	-4.2	-6.6	-0.4	/	-3.8
COc1cccc(C(=O)C2CCCN(C3CCOCC3)C2)c1 (configuration not stated)	-3.8	/	0.6	-2.2	2.6	1.8	-3.9
CN1CCN(c2ncnc(Cl)c2N)CC1	1.9	0.2	-8.7	-5.1	-0.8	-0.8	6.6
COc1ccc(CC2=NCCc3cc(OC)c(OC)cc32)cc1OC	-30.2	-1.3	/	-7.2	2.1	3.1	-6.0
N#CC1=C(N)Oc2c(c(=O)sc3ccccc23)C1c1ccncc1 (configuration not stated)	15.8*	3.0	-3.4	-0.5	1.4	/	-3.3
CCOC(=O)[C@]12Cc3cc(C)ccc3[C@H]1N(Cc1ccccc1)C(=O)c1cc(F)c(F)cc12	-2.9	-15.1	-2.8	-0.5	2.3	/	-12.7
O=C(O)CCl	/	-2.3	1.0	-3.2	1.0	/	-2.5
COC1C(O)C(C)OC(OC2CCC3(C)C(CCC4C3C(O)CC3(C)C(C5=CC(=O)OC5)CCC43O)C2)C1O (configuration not stated)	6.3	4.4	0.9	0.3	-1.4	7.0	-11.6
COc1ccc(C(c2nnnn2C2CCCC2)N2CCC3(CC2)C(=O)NCN3c2ccccc2)cc1 (configuration not stated)	3.2	-8.6	1.1	/	-0.3	15.1	8.6
Cc1ccccc1C(=O)N1CC1C (configuration not stated)	-2.4	?	-1.4	0.9	1.7	0.0	8.1
Cc1ccc(Cn2nc(C)c(C=O)c2Cl)cc1	-2.7	1.8	-4.1	2.6	-0.1	3.0	6.3
O=c1c2ccccc2nc(CBr)n1-c1ccc(Cl)cc1	-5.8	-1.7	3.7	-1.2	-5.4	7.2	2.7
Cc1ccc(-n2c(O)c(/C=N/NC(=O)c3ccncc3)c(=O)[nH]c2=O)cc1C	/	19.0	1.0	15.8	-0.2	/	9.7
O=[N+]([O-])c1ccc(N2CCCC2)c2ncccc12	-1.8	1.2	3.3	-4.3	2.6	/	0.4
CN(C)C(=O)[C@@H]1[C@@H](CO)[C@@H]2Cn3c(cccc3=O)[C@H]1N2CC1CC1	3.7	-8.1	0.6	1.1	1.6	-0.6[16.7 µM]	-0.4
CCn1cc(CN2CCCC(C(=O)c3cccc(OC)c3)C2)c(C)n1 (configuration not stated)	-2.3	1.3	/	-1.5	-1.0	-3.5	-0.4
COC(=O)C1=C(c2ccc(F)cc2F)C[C@@H]2CC[C@H]1N2C(=O)NCCO	-2.7	1.7	-0.4	-1.0	-0.7	-2.4	-7.6

In the list so far, five contain fluorine:
SMILES	SIRT5 inh	DENV2 CPE	Casp6 inh	ERAP1 inh	F508del corr	miR122 inh	ERp5 block
COC(=O)C1=C(c2ccc(F)cc2F)C[C@@H]2CC[C@H]1N2C(=O)N1CCCCC1	-4.2	8.2	0.1	0.9	0.8	-4.9	1.6
COC(=O)c1cccc(N=Cc2c(O)n(Cc3ccc(F)cc3)c(=O)[nH]c2=O)c1	0.2	12.6	-2.4	/	0.1	-2.8	2.4
OC1(c2ccc(F)cc2)CC2CCC(C1)N2Cc1nnnn1C1CCCC1 (configuration not stated)	1.6	0.4	0.8	0.0	4.4	/	-0.4
CCOC(=O)[C@]12Cc3cc(C)ccc3[C@H]1N(Cc1ccccc1)C(=O)c1cc(F)c(F)cc12	-2.9	-15.1	-2.8	-0.5	2.3	/	-12.7
COC(=O)C1=C(c2ccc(F)cc2F)C[C@@H]2CC[C@H]1N2C(=O)NCCO	-2.7	1.7	-0.4	-1.0	-0.7	-2.4	-7.6

Additional results.
SMILES	SIRT5 inh	DENV2 CPE	Casp6 inh	ERAP1 inh	F508del corr	miR122 inh	ERp5 block
COC(=O)[C@H]1[C@H](CO)[C@H]2Cn3c(ccc(-c4ccccc4F)c3=O)[C@@H]1N2CC1CCCC1	-2.1	4.4	-0.6	0.2	/	/	-3.4
CCN1CCN(Cc2ccc(C)cc2)CC1	0.3	/	-3.8	5.1	/	0.2	5.1
O=P1(NCCCl)OCCC(OO)N1CCCl (configuration not stated)	/	1.9	-171.8	0.5	-1.6	/	1.2
Cc1ccc2c(c1)C1CN(C)CCC1N2C(=O)Cn1nnc(-c2ccccc2F)n1 (configuration not stated)	-0.3	-0.4	-1.9	2.4	0.0	-7.0	1.4
Cc1ccc2c(c1)C1CN(C)CCC1N2C(=O)c1ccco1 (configuration not stated)	-1.5	5.6	-2.0	-1.9	-1.3	/	1.9
CCOC(=O)CSc1ccc(C(=O)N2CCC3(CC2)OCCO3)cc1[N+](=O)[O-]	-5.5	7.3	-1.2	-0.3	-1.5	-3.3	3.4
O=C(CNC(=O)c1cccc(Cl)c1)Nc1ccc(Br)cc1C(=O)c1ccccc1	-5.6	2.0	-5.4	0.9	0.9	/	5.0
N#CC1=C(N)Oc2c(c(=O)oc3ccccc23)C1c1ccc(OC(=O)N2CCOCC2)cc1 (configuration not stated)	1.0	-1.2	0.9	0.7	-0.4	1.1	5.6
CC1CNCCN1c1ccc(Cl)cc1 (configuration not stated)	-3.8	2.3	-0.4	-3.8	2.1	/	-0.6
O=C(OCC(=O)c1ccc([N+](=O)[O-])cc1)/C(=C/c1ccc(Cl)cc1)NC(=O)c1ccccc1	-2.6	2.9	-0.6	-6.1	-1.1	/	0.5
O=C(Nc1ccc(F)c([N+](=O)[O-])c1)N1C[C@H]2C[C@@H](C1)c1cccc(=O)n1C2	-2.1	2.5	0.5	2.9	2.5	-0.9	-0.9
O=C(/C=C/c1ccccc1)c1c(O)n(CCc2ccccc2)c(=O)[nH]c1=O	2.2	10.7	5.4	-1.9	/	/	-2.9
O=C(Nc1ccc(Br)cc1)N1C[C@H]2C[C@@H](C1)c1cccc(=O)n1C2	3.7	11.1	-5.1	-1.7	1.3	2.4	0.4
Cc1cc(OCC(=O)N2CCC(C(N)=O)CC2)c2c3c(c(=O)oc2c1)CCCC3	0.4	-8.5	-2.4	-0.8	1.2	-1.0	-4.7

Screening results as filed in PubChem.
